KDM5B inh = Primary screen for KDM5B Histone Demethylases FDH-coupled qHTS. Lysine-specific demethylase 5B (Homo sapiens), Q9UGL1. KDM5B demethylase, FDH-coupled NADH fluorescence (FDH is formaldehyde dehydrogenase). Potency, µM (titrated, usually from 57.7 µM), for the others: at the top dose activity change, negative = inhibition, actives largely listed as inhibitors. 2.6% of 220,000 active. AID 1347165, 2019; active = well fitted inhibition curve with a large enough effect; inconclusive = small, poorly fitted or top-dose-only effect; inactive = no such curve, though single readings can be large or run the other way; also: 0% is about no effect; nearly all actives have a fitted effect of over 70% in size
Target sequence (Q9UGL1 whole entry, looked up): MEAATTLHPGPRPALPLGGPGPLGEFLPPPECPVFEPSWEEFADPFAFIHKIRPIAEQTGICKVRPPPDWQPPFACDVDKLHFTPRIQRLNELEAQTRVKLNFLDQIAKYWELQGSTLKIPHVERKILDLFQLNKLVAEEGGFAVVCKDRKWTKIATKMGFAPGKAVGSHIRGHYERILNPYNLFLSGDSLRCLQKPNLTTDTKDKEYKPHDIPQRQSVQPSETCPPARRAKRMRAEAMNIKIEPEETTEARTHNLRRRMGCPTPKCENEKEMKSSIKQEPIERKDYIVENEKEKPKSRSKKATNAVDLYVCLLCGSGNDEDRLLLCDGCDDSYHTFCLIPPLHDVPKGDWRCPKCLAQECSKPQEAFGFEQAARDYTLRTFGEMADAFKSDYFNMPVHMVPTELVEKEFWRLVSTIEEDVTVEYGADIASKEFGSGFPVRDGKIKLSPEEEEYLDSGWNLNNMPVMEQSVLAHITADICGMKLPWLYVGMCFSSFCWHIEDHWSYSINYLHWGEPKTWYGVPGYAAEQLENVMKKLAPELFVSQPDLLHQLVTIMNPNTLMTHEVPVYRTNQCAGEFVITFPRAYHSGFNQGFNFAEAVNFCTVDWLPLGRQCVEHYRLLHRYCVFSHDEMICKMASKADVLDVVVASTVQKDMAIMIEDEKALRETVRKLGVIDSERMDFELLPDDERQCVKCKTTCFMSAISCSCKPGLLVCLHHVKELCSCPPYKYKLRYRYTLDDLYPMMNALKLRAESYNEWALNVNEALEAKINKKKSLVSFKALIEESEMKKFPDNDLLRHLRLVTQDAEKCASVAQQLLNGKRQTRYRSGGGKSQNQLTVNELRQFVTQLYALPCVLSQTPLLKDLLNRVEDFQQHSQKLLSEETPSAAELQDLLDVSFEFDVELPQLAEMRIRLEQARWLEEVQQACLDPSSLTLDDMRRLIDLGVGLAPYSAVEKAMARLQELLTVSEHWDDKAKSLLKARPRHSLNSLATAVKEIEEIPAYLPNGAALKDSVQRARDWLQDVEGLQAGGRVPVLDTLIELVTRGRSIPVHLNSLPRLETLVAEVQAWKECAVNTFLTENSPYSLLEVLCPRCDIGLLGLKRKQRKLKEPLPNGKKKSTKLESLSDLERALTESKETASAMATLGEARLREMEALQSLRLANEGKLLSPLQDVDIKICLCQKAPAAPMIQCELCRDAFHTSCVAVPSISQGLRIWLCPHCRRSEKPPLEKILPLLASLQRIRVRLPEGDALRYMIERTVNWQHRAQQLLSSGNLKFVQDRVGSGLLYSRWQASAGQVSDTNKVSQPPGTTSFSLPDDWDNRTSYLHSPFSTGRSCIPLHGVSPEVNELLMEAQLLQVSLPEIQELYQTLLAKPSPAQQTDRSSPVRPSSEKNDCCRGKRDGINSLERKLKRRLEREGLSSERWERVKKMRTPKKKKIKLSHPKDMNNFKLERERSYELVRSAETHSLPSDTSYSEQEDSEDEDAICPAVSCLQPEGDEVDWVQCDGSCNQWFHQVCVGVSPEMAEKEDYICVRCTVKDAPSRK
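qHTS format, multiple compound concentrations. Buffer 50 mM HEPES pH 7.5/0.01% Tween-20; 200 nM KDM5BΔAP final; 10 min compound preincubation; substrate-mix levels 12.5 µM peptide, 25 µM α-KG, 0.25 mM NAD⁺; 30 min RT; ΔRFU.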
The depositor's hits bear a star; u = inconclusive; & = joins results of further samples; [ ] = dose if it differs, or a comment. Potency is read from the fitted curve at half-maximal effect. Only part of the results is shown, so the mix of outcomes need not match the whole.

Start of the data: the first four records as a preview:
KDM5B inh | Compound
u | Cc1ccc(-c2ccc(C(=O)NCCCn3ccnc3C(C)C)cn2)cc1C
u | O=C(O)c1cccc(NC(=O)c2cccc(S(=O)(=O)Nc3cccc(C(=O)O)c3)c2)c1
9% | Cc1ccc(NC(=O)N2CC(N(C)Cc3cccnc3)C2)cc1C
u | COC(=O)c1cccc(Nc2c(-c3ccc(OC)cc3)nc3nc[nH]n23)c1

The whole of this part, from the start:
KDM5B inh | Compound
u | Cc1ccc(-c2ccc(C(=O)NCCCn3ccnc3C(C)C)cn2)cc1C
u | O=C(O)c1cccc(NC(=O)c2cccc(S(=O)(=O)Nc3cccc(C(=O)O)c3)c2)c1
9% | Cc1ccc(NC(=O)N2CC(N(C)Cc3cccnc3)C2)cc1C
u | COC(=O)c1cccc(Nc2c(-c3ccc(OC)cc3)nc3nc[nH]n23)c1
-13% | CCC(Oc1ccccc1)C(=O)Nc1cc(C(=O)OCc2cc(=O)n3oc(C)cc3n2)ccc1OC (stereo not given)
9% | CC(C)(C)OC(=O)N1CCN(C(=O)c2cc(-c3ccncc3)nc3ccccc23)CC1
13% | COc1ccc(CCNC(=O)CSc2nc(Cl)nc3nc[nH]c23)cc1OC
u | CN1CCN(c2ccc3cc(S(=O)(=O)N4CCCC4)ccc3n2)CC1
u | O=C(Nc1ccccc1)c1cnc2n1CCN(Cc1cccc(OC(F)(F)F)c1)CC2
u | O=c1cc(-c2ccccc2)nc2cc(-c3ccco3)[nH]n12
-7% | Cc1cn(CC(=O)N[C@H]2CN(C(=O)CC(C)C)C[C@@H]2C2CC2)c(=O)[nH]c1=O
8% | CCOc1cc(=O)n2c(c1C(=O)NCc1ccccn1)CCCCC2
12% | COC(=O)CSc1ncn(-c2nc(NC(C)C)nc(N(C)C)n2)n1
-8%[86.2 µM] | CCc1nc2c(c(-c3ccc(Cl)cc3)n1)CN([S+](C)(=O)[O-])CC2
22% | COc1ccccc1N1CCN(CC(=O)Nc2ncc3c(n2)CC(C)CC3=O)CC1 (stereo not given)
u | CCN1CCN(c2nc3c(s2)CN(Cc2ccco2)CC3)CC1
-29% | COc1ccc(C)cc1NC(=O)NNC(=O)C(C)Oc1ccc([N+](=O)[O-])cc1 (stereo not given)
u | CN(C)c1cccc(C(=O)NC2CCN(c3cn[nH]c(=O)c3)CC2)c1
27% | CN(CCO)C1CN(Cc2cn(Cc3ccccc3F)nn2)S(=O)(=O)C1 (stereo not given)
-27% | Cc1noc(C)c1COc1ccc(C(=O)N[C@@H]2CN(C(=O)Nc3ccc(F)cc3)CCC[C@H]2O)cc1
7% | O=C(NCc1cccnc1)C(=O)NCC(c1cccnc1)N1CCN(c2ccc(F)cc2)CC1 (stereo not given)
-9% | O=C(Cc1ccccc1)N1CCC[C@H]1c1nc(-c2ccccc2Cl)no1
28µM* | O=C(CCc1ccccc1)NCc1nnc2ccc(-c3ccccc3)nn12
u | COc1ccc(N2CCC(NC(=O)c3ccc4[nH]ccc4c3)C2=O)cc1 (stereo not given)
-4% | Cc1cc(C)cc(NC(=O)C(Cc2ccccc2)N2Cc3ccccc3C2=O)c1 (stereo not given)
2% | COc1ccc(-c2cc3ncc(C(=O)c4cc(Cl)c(C)cc4O)cn3n2)cc1
20% | CCCCCCCCCCCCS(=O)(=O)CC(O)c1ccccc1 (stereo not given)
-30% | COc1ccc2[nH]cc(CCNC(=O)c3cnn(-c4ccccc4Cl)c3C3CCN(C(=O)OC(C)(C)C)CC3)c2c1
-14% | CC(C)(C)CC(=O)Nc1ccc([C@@H](O)[C@H]2COCC(=O)N2CCCc2ccccc2)cc1
-3%[115 µM] | O=c1n(-c2cccc(Cl)c2)nc2n1CCN([S+](=O)([O-])c1ccccc1)C2
u | COc1cc(F)ccc1-c1ccc2c(n1)c(=O)ncn2CC1CC1
u | Cc1cccc(Nc2nnc(-c3cc4ccc(O)cc4oc3=O)s2)c1
11% | CCn1nc(C(=O)NCCC(C)C)c2ccccc2c1=O
10%[149 µM] | CCOC(=O)C1CC1CN1CCC2(CC1)Cc1ccccc1CNC2=O (stereo not given)
u | CN(C)c1ccc(C(=O)N2CCC[C@H]2c2nc(-c3ccc(F)cc3)no2)cc1
9% | Cc1ccc(C(=O)OCC(=O)c2ccc(C3CCCCC3)cc2)cc1
u | Cc1ccc(-n2cc(C(=O)Oc3ccc(F)cc3)c3ccccc3c2=O)cc1
-17% | COc1cccc(NC(=O)C(C(C)C)n2c(=O)[nH]c3ccccc3c2=O)c1 (stereo not given)
-1% | CCc1nc(-c2c3n(c(=O)n(CC(=O)NC4CCCCC4)c2=O)CCCC3)no1
-9% | CC(C)Oc1ccc(NC(=O)c2cc3cc(Br)ccc3oc2=O)cc1

Six of these compounds, set out differently:
| structure | KDM5B inh |
| --- | --- |
| Cc1noc(C)c1COc1ccc(C(=O)N[C@@H]2CN(C(=O)Nc3ccc(F)cc3)CCC[C@H]2O)cc1 | -27% |
| O=C(NCc1cccnc1)C(=O)NCC(c1cccnc1)N1CCN(c2ccc(F)cc2)CC1 (stereo not given) | 7% |
| O=C(Cc1ccccc1)N1CCC[C@H]1c1nc(-c2ccccc2Cl)no1 | -9% |
| O=C(CCc1ccccc1)NCc1nnc2ccc(-c3ccccc3)nn12 | 28µM* |
| COc1ccc(N2CCC(NC(=O)c3ccc4[nH]ccc4c3)C2=O)cc1 (stereo not given) | u |
| Cc1cc(C)cc(NC(=O)C(Cc2ccccc2)N2Cc3ccccc3C2=O)c1 (stereo not given) | -4% |

(listing goes on)
KDM5B inh | Compound
u | CC(C)Oc1ccc(C(=O)Nc2ccc3oc(-c4cccnc4)nc3c2)cc1
19% | CCCCCCCCOc1ccc(-c2ccc(CCCCCCCC)cn2)cc1F
-17% | Cc1ccccc1NC(=O)CN(c1ccc(Cl)cc1Cl)S(=O)(=O)c1ccccc1
12% | CC1=CC2=NC(=O)/C(=C/c3coc4ccc(Cl)cc4c3=O)C(=N)N2O1
u | Cc1ccc(NC(=O)CSc2nc3c([nH]c4ccccc43)c(=O)n2-c2ccccc2)c(C)c1
25µM* | Cc1ccc(NC(=O)C2CCN(c3cc(C(F)(F)F)ncn3)CC2)cc1
-19%[86.2 µM] | CCCCc1cc(C[C@@H]2C[C@H](NC(=O)NCC)C2(C)C)no1
-12% | CCCn1nc(C(=O)N(C)Cc2ccccc2N2CCCCC2)c2ccccc2c1=O
-11% | CCc1nn2c(=O)cc(COc3ccc(/C=C(\C#N)C(=O)Nc4ccc(F)cc4)cc3OC)nc2s1
u | Cc1ccc(C2C(C#N)=C(N)Oc3c2ccc2ccccc32)cc1 (stereo not given)
-8%&-13% | CN(C(=O)Cn1nc(Cc2cccnc2)c2ccccc2c1=O)c1cccc(C(F)(F)F)c1
u | CCn1ncc2c(C(=O)Nc3ccc(OC(F)F)cc3)cc(-c3cccs3)nc21
19% | O=C(NCCc1ccccn1)C1CCC1
41% | COc1ccc(CN2C(=O)c3cccnc3C2=O)cc1S(=O)(=O)NC(C)C
15% | COCC(=O)N1CCCCCNC(=O)[C@@H]2CCCC[C@@H]21
-19% | COCCNC(=O)[C@H]1C[C@H](Oc2ccccc2)CN1C(=O)NCc1ccc(F)cc1
20% | O=C(O)/C=C/c1cc(Cl)cc(Cl)c1
-15% | Cc1cccnc1C(=O)N[C@@H]1CN(Cc2ccccc2)C[C@H]1CN(C)C
-13% | Cc1ccc(-n2ncc(C(=O)NCCCN3CCN(C)CC3)c2C2CCN(C(=O)OC(C)(C)C)CC2)cc1
-18% | N#CC(c1nc2ccccc2nc1N1CCCCC1)S(=O)(=O)c1cccc(Cl)c1 (stereo not given)
9% | CSc1ccccc1OCc1cc(C(=O)NCCn2nc(C)cc2C)no1
16% | Cn1ccnc1C(NC(=O)c1nn(C)c(=O)c2ccccc12)c1ccc(F)cc1 (stereo not given)
u | CS(=O)(=O)N1CCC(C2CCN(CC3CC3)C2)CC1 (stereo not given)
-4% | CC(NC(=O)c1n[nH]c(=O)c2ccccc12)c1ccco1 (stereo not given)
0% | C=CCn1c(SCC(=O)c2c(N)n(C3CC3)c(=O)[nH]c2=O)nnc1-c1ccoc1C
18%&4% | O=C(Nc1nc2ccc(Cl)cc2s1)c1cc(=O)c2ccccc2o1
-9% | CN1C(=O)CS(=O)C12CCN(C(=O)Nc1ccccc1)CC2 (stereo not given)
u | COc1ccc(NCc2cc3cc4c(cc3n(CC(=O)Nc3ccc(F)cc3F)c2=O)OCO4)cc1
3% | NS(=O)(=O)c1ccc(NN=C2CCCC2)c([N+](=O)[O-])c1
-27% | CN(C)c1ccc(CN(Cc2ccco2)C(=O)COc2ccc(F)cc2)cc1
4% | CC(C)(Oc1ccccc1)C(=O)N1CCCn2nc(C(=O)N3CCOCC3)cc2C1
-8% | CCn1ccc2oc(C)c(C(=O)N3CCN(c4ccc(Cl)cc4)CC3)c2c1=O
-5% | O=C(c1cc(F)cc(F)c1)N1CCSc2ccc(Cl)cc21
-1% | Cc1ccc(C)c(NC(=O)c2nc3ccccc3nc2N2CCOCC2)c1
u | CSc1ccccc1NC(=O)c1cc2c(=O)n3ccccc3nc2s1
9% | O=C(c1n[nH]c2ccccc12)N1CCC(Cc2noc(C3CCOCC3)n2)C1 (stereo not given)
-6% | CN1CCCCCCN(C(=O)CC2CCCCC2)[C@H]2CCC[C@H]2C1=O
-4%[115 µM] | CC(C)NC(=O)N1Cc2ccccc2OC2(CCN(C(=O)c3cccc4[nH]ccc34)CC2)C1
5% | COCCCn1c(C)cnc1CC1CCN(C(=O)c2ccc(OC)cc2OC)CC1
u | CCOc1ccccc1C(=O)Nc1c(C(=O)Nc2ccc(F)cc2)oc2ccccc12
u | CC(C)Nc1nc(-c2cccnc2)nc(-c2ccc(Cl)cc2)c1C#N
-3% | Cc1ccc(-c2cc(C(=O)N3CCOC(C)C3)n[nH]2)s1 (stereo not given)
-12% | CC(NC(=O)OCc1ccccc1)c1nc2cccnc2n1Cc1ccccc1 (stereo not given)
-14%[86.2 µM] | Cc1cc(F)ccc1OC1CN(Cc2ccc(C(F)(F)F)cc2)C1
-30% | Cc1nc(C)c(-c2ccc(SCC(=O)Nc3ccc(Br)cc3)nn2)s1
-15% | CCC(C)(C(=O)NC1CCCC1)N(C)C(=O)Cc1cccs1 (stereo not given)
20% | CC1CCN(CC2CCCCCN2C(=O)c2ccoc2)CC1 (stereo not given)
14% | CS(=O)(=O)N1CCCN(C(=O)CCCc2ccccc2)CCNC(=O)CC1c1ccccc1 (stereo not given)
-14% | COc1ccc(CCC(=O)N2CCC3(CC2)NC(=O)N(c2cccc(Cl)c2)N3)cc1
-23% | Cn1ncc2c(N3CCN(c4cccc(Cl)c4)CC3)ncnc21
-60% | CC(C)(C)c1ccc(OCC(=O)NCC2(N3CCOCC3)CCCCC2)cc1
31% | O=C(Nc1cccc(F)c1)C1CCN(C(=O)c2ncn3c2COC(c2ccc(F)cc2)C3)CC1 (stereo not given)
8% | Cc1cc([N+](=O)[O-])ccc1NC(=O)CCC(=O)N1CCCC1
u | CNC(=O)c1ccc(OC)c(-c2cc(N)nc3[nH]ccc23)c1
11% | CN(C)C1(CNC(=O)C2CCN(C(=O)c3ccc(F)cc3)CC2)CCCCC1
20% | O=C(NCc1ccccc1)c1cn(C2CN(C(=O)Nc3ccc4c(c3)OCCO4)C2)nn1

(listing goes on)
KDM5B inh | Compound
-9% | COc1cc(OC)cc(C(=O)N(CC#N)C2CC2)c1
25% | CCCN(CC1CCOC1)S(=O)(=O)c1cccc(Cl)c1 (stereo not given)
-31%[86.2 µM] | O=[S+]([O-])(Nc1nncs1)c1ccc2c(c1)OCCN(Cc1cncc(F)c1)C2
33% | CC(C)N(C)Cc1nnnn1CC(=O)NCc1cn[nH]c1-c1ccc(F)cc1
u | Cn1c2ccccc2c2cnn(CC(=O)NCCCN3CCCCC3)c(=O)c21
u | Cc1nc(-c2ccc(F)cc2)sc1CCNC(=O)c1ccccc1
-13% | CCC(CC)NC(=O)[C@H]1CCC[C@H]1NC(=O)c1ccc(OC)nc1
4%[115 µM] | C[S+](=O)([O-])N1CC2(CCCCN2Cc2ccc(Cl)cc2)Cc2ccccc21 (stereo not given)

2 of the compounds above, bar-delimited.
Structure | KDM5B inh
CC(C)N(C)Cc1nnnn1CC(=O)NCc1cn[nH]c1-c1ccc(F)cc1 | 33%
Cn1c2ccccc2c2cnn(CC(=O)NCCCN3CCCCC3)c(=O)c21 | u

Further entries:
KDM5B inh | Compound
10% | Cc1ccccc1-c1ccc2cccc(C)c2n1
u | Cc1ccc(CNc2nc3ccccc3nc2NS(=O)(=O)c2cccs2)cc1
1% | Cc1cn2nnc(C(=O)N3CCC(C(=O)NC4CCCCC4)CC3)c2c(=O)[nH]1
10% | CCc1ccccc1NC(=O)CSc1nc2ccccc2nc1C
-6% | O=C(O)c1ccc(F)c(Br)c1
0% | CCCn1c(C)c(C(=O)OCC)c(O)c(-c2ccccc2)c1=O
-14% | COc1ccc(NC(=O)N[C@H]2C[C@@H](C(=O)N[C@H](Cc3c[nH]c4ccccc34)C(N)=O)N(C(=O)c3cccn3C)C2)cc1
-20%[149 µM] | CCC(=O)N1Cc2ccccc2CC2(CCCN2C)C1 (stereo not given)
27% | Cc1nnsc1C(=O)N1CCN(c2ccc(F)cc2)CC1
30%[activator] | CC(C)N1C(=O)N(c2ccc(Cl)cc2)C(C)(O)CC1(C)C (stereo not given)
24% | CCNC(=O)N1CCCCCNC(=O)CC1c1ccccc1 (stereo not given)
-31% | Cc1ccc(-c2ccc(O)c(C)c2)cc1
-5% | COC(=O)Cn1nc(-c2ccc(C)cc2)c2ccccc2c1=O
-25% | O=C(Nc1ccc(F)cc1F)c1ccc2c(c1)CCN2S(=O)(=O)c1ccc(Cl)cc1
5%[115 µM] | CCN1CCC2(Cc3ccccc3CN(C(=O)c3c(C)noc3C)C2)C1 (stereo not given)
